MBNL1 CUG block = inhibitors of human MBNL1 binding to CUG repeat RNA; TR-FRET MBNL1-His/biotin-(CUG)12 binding, 665/545 ratio; Potency, µM (highest dose often 57.5 µM), without a hit: at the highest dose activity change, negative = inhibition, usual class: inhibitors; Q9NR56; AID 2675; hit rate 0.036% among 280,000; active = well fitted inhibition curve with a large enough effect in the signal ratio, with a control signal flat, not every such curve was filed as active; inconclusive = small, poorly fitted or top-dose-only effect, or effect the other way, or a change in a side signal; inactive = no such curve, though single readings can be large or run the other way; the % refers to the signal ratio; also: potency is read from the fitted curve at half-maximal effect; % is scaled to controls: 0 for no effect and ±100 for the full control effect
Target sequence (Q9NR56 whole entry, looked up): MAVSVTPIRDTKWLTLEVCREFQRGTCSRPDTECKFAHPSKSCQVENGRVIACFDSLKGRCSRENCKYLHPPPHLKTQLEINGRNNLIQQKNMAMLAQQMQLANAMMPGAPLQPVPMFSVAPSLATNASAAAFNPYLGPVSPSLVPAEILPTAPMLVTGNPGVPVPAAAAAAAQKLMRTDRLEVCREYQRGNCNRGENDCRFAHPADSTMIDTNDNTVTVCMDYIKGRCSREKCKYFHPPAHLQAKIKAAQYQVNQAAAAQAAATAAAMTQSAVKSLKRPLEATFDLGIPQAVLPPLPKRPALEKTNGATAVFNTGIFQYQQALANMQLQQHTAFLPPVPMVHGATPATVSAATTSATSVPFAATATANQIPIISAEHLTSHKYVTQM
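His-tagged MBNL1 binding to biotinylated (CUG)12 RNA was measured by TR-FRET using terbium anti-His antibody (0.055 ng/ul final) and streptavidin-XL665 (5 nM final). Compounds were titrated 92 nM to 58 uM; 60 min at room temperature.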
ASM inhibitor = inhibitors of human secretory acid sphingomyelinase | placental ASM, HMU-PC fluorogenic substrate, 60 min | Potency, µM (highest dose often 57.5 µM), for inactives: at the highest dose activity change, negative = inhibition, actives largely listed as inhibitors | hit rate 0.006% among 340,000 | AID 504937; also: potency is read from the fitted curve at half-maximal effect
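Steps: dispense placental human ASM, pin compound, wait 10 min at room temperature, add HMU-PC0 substrate at 9 uM final, incubate 60 min at 37 °C, add stop solution raising pH to 10, read fluorescence.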
USP2a block = USP2a (human) protease inhibition | O75604 | hit rate 0.01% among 330,000 | USP2 core, Ub-CHOP2 coupled fluorogenic reporter, 485/531 | Potency, µM (titrated, usually from 38.3 µM), for inactives: top-dose activity change, negative = inhibition, most hits filed as inhibitors;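 also: potency is read from the fitted curve at half-maximal effect; plate controls were DMSO wells for no effect and full inhibition by NEM control for full effect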
Target sequence (O75604 whole entry, looked up): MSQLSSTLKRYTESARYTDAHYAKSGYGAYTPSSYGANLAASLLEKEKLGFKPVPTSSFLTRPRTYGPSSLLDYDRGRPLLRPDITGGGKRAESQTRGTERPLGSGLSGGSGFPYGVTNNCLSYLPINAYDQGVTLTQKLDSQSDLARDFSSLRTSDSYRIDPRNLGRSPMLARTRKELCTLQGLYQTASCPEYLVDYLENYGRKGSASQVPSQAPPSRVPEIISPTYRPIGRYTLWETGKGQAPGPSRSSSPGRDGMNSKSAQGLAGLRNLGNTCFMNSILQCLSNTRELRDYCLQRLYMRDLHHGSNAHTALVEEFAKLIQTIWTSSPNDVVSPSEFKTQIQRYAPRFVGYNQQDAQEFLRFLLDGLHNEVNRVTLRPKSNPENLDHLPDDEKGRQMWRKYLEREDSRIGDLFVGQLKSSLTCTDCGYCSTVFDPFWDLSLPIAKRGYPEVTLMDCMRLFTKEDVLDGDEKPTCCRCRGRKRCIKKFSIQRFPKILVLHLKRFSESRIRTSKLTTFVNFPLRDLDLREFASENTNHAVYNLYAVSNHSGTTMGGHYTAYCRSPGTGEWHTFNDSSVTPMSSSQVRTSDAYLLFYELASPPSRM
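USP2 core (10nM final) preincubated 30min RT with compound in 20mM Tris-HCl pH 8.0, 2mM CaCl2, 2mM beta-mercaptoethanol, 0.05% CHAPS; 25nM Ub-CHOP2 plus 25nM reporter substrate added, fluorescence (Ex485/Em531) read after 60min.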
PKM2 activator = activators of human pyruvate kinase M2; P14618; purified PKM2, Kinase-Glo ATP luminescence, activation; response scale: 0% is enzyme alone, no compound; Potency, µM (highest dose often 57.5 µM), for the others: at the highest dose activation, most hits filed as activators; hit rate 0.34% among 260,000; AID 1631; also: potency is read from the fitted curve at half-maximal effect; % is scaled to controls: 0 for no effect and ±100 for the full control effect; nearly all actives have a fitted effect of over 55% in size
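hPK-M2, >95% pure; 0.1 mM ADP / 0.5 mM PEP final; imidazole pH7.2 buffer w/ 7 mM MgCl2, 50 mM KCl; 1 h RT; Kinase-Glo lum. Intermediate enzyme activity for dual inhibitor/activator qHTS.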
KCNH2 WT inh = inhibitors of human wildtype KCNH2 potassium channel; Q12809; U2OS, BacMam KCNH2, thallium flux FluxOr; active compounds read low; activity change, % at 1.84 µM; hit rate 0.37% among 340,000;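 active = maximum activity change below -70%; inconclusive = maximum activity change between -70% and -50%; inactive = maximum activity change above -50%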; also: % is scaled to controls: 0 for no effect and ±100 for the full control effect
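U2OS cells were transduced with wild-type KCNH2 virus (2.03 x 10^8 / mL) for 4 h at room temperature, then cultured overnight at 37 C. Thallium flux was read with FluxOr dye. Rate constants were normalized to DMSO controls.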
Menin-MLL TR inh = displaces Texas Red mutant MLL peptide from human menin; O00255; Menin + Texas Red MLL mutant peptide, fluorescence polarization; Potency, µM (top dose mostly 61.6 µM), for inactives: at the top dose FP activity change, negative = inhibition, usual class: inhibitors; hit rate 0.23% among 270,000; AID 1768; active = well fitted inhibition curve with a large enough effect in the polarisation, with a control signal flat, not every such curve was filed as active; inconclusive = small, poorly fitted or top-dose-only effect, or effect the other way, or a change in a side signal; inactive = no such curve, though single readings can be large or run the other way; the % refers to the polarisation; also: potency is read from the fitted curve at half-maximal effect; % of control where 0% means no effect; many of its hits are not listed in these tables
TSHR antag = blocks TSH signaling through the human TSH receptor. P16473. TSHR-expressing cells, TSH-stimulated cAMP HTRF, 2 h; active compounds read low. activity change, negative = inhibition, % at 11.5 µM. hit rate 0.2% among 330,000;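 active = activity change below a set negative limit, meaning inhibition stronger than a set level, cut at about -70% in these data; inconclusive = activity change between two set negative limits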; also: % is scaled to controls: 0 for no effect and ±100 for the full control effect
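Cell-based HTRF cAMP assay; TSHR cells + compound, TSH EC80 (4nM final), 2 h, 37 deg C. Lysis with anti-cAMP cryptate and cAMP-d2, 30 min RT, read 665/620 nm.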
Mito fusion act = mitochondrial division inhibition or fusion activation; S. cerevisiae fusion-defective mutant growth rescue, CellTiterGlo 48 h; Potency, µM (titrated, usually from 46.1 µM), for inactives: top-dose growth rescue (activation), actives largely listed as activators; hit rate 0.23% among 320,000; AID 485298;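 also: potency is read from the fitted curve at half-maximal effect; % of control where 0% means no effect; nearly all actives have a fitted effect of over 45% in size; temperature-sensitive fusion mutants such as fzo1-1 at 37 °C on non-fermentable ethanol glycerol medium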
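Growth-rescue viability read-out: after 48 h at the non-permissive 37C in glycerol/ethanol YPEG, yeast mitochondrial fusion mutants are measured by CellTiterGlo luminescence; compounds (23 nl pinned per well) restoring growth score as division inhibitors or fusion activators.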
Eya2 inh = blocks the phosphatase activity of human Eya2. O00167. recombinant Eya2, OMFP fluorescence dephosphorylation (OMFP is methylfluorescein phosphate). hit rate 0.006% among 330,000. Potency, µM (titrated, usually from 76.9 µM), without a hit: at the top dose activity, negative = inhibition, hits mostly inhibitors; also: potency is read from the fitted curve at half-maximal effect; % is scaled to controls: 0 for no effect and ±100 for the full control effect
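Eya2 (0.2 uM) preincubated 10 min at ambient with compound, then OMFP substrate added at 50 uM; 10 min reaction in 50 mM HEPES pH 7.5, 50 mM NaCl, 5 uM MgCl2, 0.05% BSA, 1 mM DTT. Fluorescence read at Ex 485/Em 525 nm.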
Chronic BCR inh = chronic active BCR signaling inhibition; ABC-DLBCL IkBa-CBG/CBR reporter, luminescence ratio, 4 h; Potency, µM (top dose mostly 46.1 µM), without a hit: at the highest dose ratio change, negative = lower green/red ratio, most hits filed as inhibitors; hit rate 0.05% among 340,000; active = well fitted inhibition curve with a large enough effect in the signal ratio, with a control signal flat, not every such curve was filed as active; inconclusive = small, poorly fitted or top-dose-only effect, or effect the other way, or a change in a side signal; the % refers to the signal ratio;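 also: potency is read from the fitted curve at half-maximal effect; plate controls were basal doxycycline-induced cells for no effect and cells given 10 µM MG132 for full effect; MG132 reads +100%, hits lower the ratio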
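Doxycycline induced both beetle luciferases in TMD8 lymphoma cells; IKK-driven degradation limits the IkappaBalpha-fused green signal, while red luminescence normalises for cell number and nonspecific effects. Compounds tested up to 46 uM, 4 hrs.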
GALK inhibitor = blocks human galactokinase activity; Purified GALK, Kinase-Glo residual ATP luminescence; Potency, µM (titrated, usually from 57.5 µM), for the others: at the top dose activity change, negative = inhibition, hits mostly inhibitors; hit rate 0.007% among 270,000; also: potency is read from the fitted curve at half-maximal effect; % is scaled to controls: 0 for no effect and ±100 for the full control effect
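The enzyme phosphorylates galactose (100 uM) using ATP (35 uM); inhibition is detected as higher residual ATP, quantified by bioluminescence after 1 h reaction at room temperature, pH 8.0.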
* marks the source's active call; other numbers are inactive results; ? = inconclusive; . = no result given; [ ] = dose if it differs, or a comment. Unless noted, calls follow the shape of the dose curve; as a rule, active = well fitted curve in the direction sought with a large enough effect; inconclusive = small, poorly fitted or top-dose-only effect, or another doubt; inactive = no such curve, though single readings can be large; an effect the other way counts as inactive or inconclusive.

SMILES	MBNL1 CUG block	ASM inhibitor	USP2a block	PKM2 activator	KCNH2 WT inh	Menin-MLL TR inh	TSHR antag	Mito fusion act	Eya2 inh	Chronic BCR inh	GALK inhibitor
Cn1c(SCc2cccc(C#N)c2)nc2ccccc2c1=O	8.4%	-2.7%	-0.5%	4.9%	-5.8	14.9%	-21.3	0.0%	3.7%	0.0%	3.6%
O=C(N/N=C/c1c[nH]c2ccccc12)c1ccc(Cl)cc1	9.5%	-0.3%	4.6%	.	30.7	?	-6.7	6.1%	-31.0%	-3.2%	.
CN(C(=O)COc1ccc(Cl)cc1Cl)C1(C)CCS(=O)(=O)C1 (stereo not drawn)	.	.	-0.2%	.	1.4	.	-5.0	-0.3%	-19.4%	-0.4%	.
O=C(CCN1C(=O)/C(=C/c2cccs2)SC1=S)Nc1ccc(O)cc1	2.2%	-4.6%	6.1%	3.9%	-18.2	?	2.4	-5.3%	-0.5%	?	-0.6%
COc1ccccc1-c1nnc(NC(C)=O)s1	-11.4%	2.7%	-4.9%	3.1%	2.7	-8.3%	-0.1	1.5%	-4.6%	-1.9%	-0.6%
O=C(/C=C/c1ccccc1)c1c[nH]c2ccccc12	-3.9%	-0.9%	-1.4%	-9.4%	10.5	.	-5.0	-1.7%	7.1%	?	6.7%
COc1ccc(OC)c(C(=O)c2ccc(C(=O)Nc3ccc(NC(C)=O)cc3)cc2)c1	-5.5%	-0.8%	0.5%	-4.0%	-5.1	.	-0.3	0.3%	-8.3%	2.2%	4.8%
NC(=O)CCCSc1nc2ccccc2[nH]1	-9.1%	2.8%	2.5%	.	-14.8	-20.3%	1.1	-8.5%	12.0%	-5.4%	9.0%
CCn1c(-c2csc3ccccc23)n[nH]c1=S	13.0%	0.3%	2.4%	-10.3%	-2.2	-15.5%	-3.2	1.5%	-4.1%	?	-1.7%
COc1ccc(OC)c(S(=O)(=O)N2CCC(C(=O)NC3CCCCC3)CC2)c1	-10.1%	-0.1%	-0.7%	0.6%	1.7	-13.6%	42.5	-1.0%	-8.7%	-6.5%	7.6%
O=C(O)CC(NC(=O)C12CC3CC(CC(C3)C1)C2)c1ccc(OC2CCCC2)cc1 (stereo not drawn)	1.9%	6.7%	0.2%	2.5%	16.3	-0.5%	1.9	-4.1%	-14.3%	0.7%	-0.9%
CCc1ccc(C(c2c(C)nn(-c3ccccc3)c2N)c2c(C)nn(-c3ccccc3)c2N)cc1	4.9%	-1.9%	1.9%	5.6%	27.4	?	-13.5	24.7%	-25.6%	-2.2%	-3.0%
CCOC(=O)c1c(C)[nH]c(C)c1S(=O)(=O)N1CCN(c2ccc(F)cc2)CC1	-4.8%	5.8%	-1.0%	.	3.5	.	30.2	3.2%	-4.4%	?	-2.0%
O=C(Nc1nncs1)c1ccc(S(=O)(=O)c2ccccc2)cc1	-3.6%	-2.4%	1.7%	-9.6%	-1.9	6.5%	4.3	7.2%	16.0%	10.8%	-2.6%
Cn1c(SCC(=O)NCCc2ccccc2)nnc1C1CCCCC1	2.3%	-1.4%	0.2%	0.3%	1.4	-8.2%	1.2	0.0%	3.6%	-2.6%	1.0%
Cc1cc(C)n(-c2cc(N3CCN(C(=O)c4cccc(Br)c4)CC3)ccc2[N+](=O)[O-])n1	?	-15.0%	-5.6%	-1.3%	14.1	?	-2.9	2.9%	-4.2%	?	3.5%
COc1ccc(C(=S)N2CCN(c3ccccc3C)CC2)cc1	-9.1%	-6.0%	-1.1%	-6.1%	21.2	3.1%	-10.3	4.9%	1.1%	5.7%	2.5%
CCc1nnc(NC(=O)CN2C(=O)c3ccccc3C2=O)s1	9.3%	-2.1%	4.0%	-1.5%	3.5	-9.8%	8.9	-0.4%	1.8%	-1.0%	-0.1%
CCOc1ccc(NC(=O)c2ccc3c(c2)CCN3S(C)(=O)=O)cc1	-2.4%	-7.9%	2.2%	-5.2%	7.0	?	12.4	1.8%	-15.3%	3.9%	1.4%
O=C(/C=C/c1cccc([N+](=O)[O-])c1)N1CCN(c2ccc(F)cc2)CC1	?	-1.2%	-1.9%	1.2%	-6.4	-4.2%	13.6	17.6%	1.2%	1.6%	1.0%
CCOC(=O)c1cnc(-n2nc(C)cc2C)nc1NCCO	-2.7%	-1.3%	-0.2%	0.3%	-5.4	-3.0%	3.2	-7.1%	-11.9%	13.7%	0.3%
CN(C)CCn1c(C(=O)O)cc2ccccc21	-4.6%	1.5%	2.3%	-3.0%	-8.8	10.7%	34.7	4.2%	8.0%	10.8%	0.3%
O=C(CCc1ccccc1)Nc1nc2c(F)cc(F)cc2s1	-4.5%	0.5%	-2.0%	3.3%	-11.1	.	0.9	-1.9%	-23.4%	?	.
CCn1c2ccccc2c2cc(NC(=O)COC(=O)c3cc(S(=O)(=O)N4CCCCC4)ccc3Cl)ccc21	-0.3%	2.0%	-0.3%	0.6%	1.8	-20.4%	4.0	-0.5%	1.0%	1.3%	-0.1%
CC1=C(C(=O)Nc2cccc([N+](=O)[O-])c2)C2(CCC(C)CC2)OC1=O (stereo not drawn)	?	-0.2%	-7.2%	0.3%	-10.0	?	5.7	-9.0%	-5.8%	0.8%	-0.7%
CCOC(=O)C1CCN(CC(O)COCc2ccc3c(c2)OCO3)CC1 (stereo not drawn)	0.0%	1.5%	-0.5%	-1.9%	3.7	-15.7%	-5.6	1.8%	4.2%	-2.8%	-0.5%
O=C(NN1CCOCC1)c1c(-c2ccccc2)sc2ccccc12	.	1.0%	0.2%	.	-6.5	.	0.8	.	-7.2%	-1.3%	.
Cc1ccc(C2=NOC(C)(c3nnc(-c4ccc(Cl)cc4)o3)C2)cc1 (stereo not drawn)	-3.9%	-4.6%	-0.8%	-1.0%	4.7	.	-3.8	14.0%	0.6%	-1.9%	-1.1%
COCCn1nnnc1C(c1cc2cc(OC)ccc2[nH]c1=O)N1CCC(Cc2ccccc2)CC1 (stereo not drawn)	-0.2%	74.6%[activator]	-1.4%	-0.4%	-6.5	-6.2%	28.6	6.2%	-11.5%	-10.2%	1.3%
COc1ccc(CNC(=O)C(=O)NCC2OCCN2S(=O)(=O)c2ccc(F)cc2)cc1 (stereo not drawn)	-6.3%	-0.8%	0.3%	-0.4%	-13.6	.	0.0	0.7%	10.2%	1.0%	-3.0%
Cc1cc(S(=O)(=O)NCCCN2CCOCC2)c(C)cc1Cl	1.8%	4.3%	-0.9%	-6.7%	1.6	.	-21.9	-4.5%	2.8%	-9.2%	-0.5%
CN(CCCC1CCCC1)C(=O)c1cc(COc2ccc(F)c(F)c2)on1	-2.1%	-1.9%	-1.1%	.	-17.2	7.6%	-33.7	0.7%	-27.2%	11.2%	-7.6%
CC(C)NCC(O)COC1C2CC3CC(C2)CC1C3 (stereo not drawn)	17.7%	1.5%	-1.1%	-27.6%	11.8	-8.1%	-6.8	-1.1%	4.0%	0.3%	1.0%
O=C(c1ccncc1)N1CCN(S(=O)(=O)c2ccccc2Br)CC1	.	-0.3%	2.2%	.	-5.7	.	-1.4	1.2%	1.2%	0.5%	.
CC(=O)c1ccc(S(=O)(=O)NC2CC(=O)N(c3ccc4c(c3)OCCO4)C2)cc1 (stereo not drawn)	.	-0.5%	2.6%	.	-3.4	.	0.4	-9.4%	-17.6%	0.1%	.
CCN(Cc1ccc(O)cc1)CC1CCCN(CCc2cccc(F)c2)C1 (stereo not drawn)	-0.1%	-0.1%	1.1%	-1.3%	49.7	-3.1%	7.1	-0.8%	8.4%	0.4%	1.6%

Assay outcomes (PubChem BioAssay)

The list is partial; count on the stated rates, not on these rows.
